NPY1 pot ag – potentiates or activates human NPY-Y1 receptor | P25929 | actives 0.37% (n = 220,000) | NPY-Y1 expressing cells, potentiator/agonist activation | activation, % at 3.6 µM; in the data active = activation above about 33%, passing the limit was not always enough;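 also: cells stimulated with NPY at EC10 then isoproterenol at EC100; 0% = low agonist plus stimulus and 100% = saturating agonist plus stimulus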
S1P4 agonist – human S1P4 receptor agonism. O95977. S1P4-expressing cell line, agonist reporter assay. activation, % at 4.98 µM. actives 0.35% (n = 220,000); in the data active = activation above about 11%;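 also: 0% = DMSO vehicle and 100% = reference agonist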
Target sequence (O95977 whole entry, looked up): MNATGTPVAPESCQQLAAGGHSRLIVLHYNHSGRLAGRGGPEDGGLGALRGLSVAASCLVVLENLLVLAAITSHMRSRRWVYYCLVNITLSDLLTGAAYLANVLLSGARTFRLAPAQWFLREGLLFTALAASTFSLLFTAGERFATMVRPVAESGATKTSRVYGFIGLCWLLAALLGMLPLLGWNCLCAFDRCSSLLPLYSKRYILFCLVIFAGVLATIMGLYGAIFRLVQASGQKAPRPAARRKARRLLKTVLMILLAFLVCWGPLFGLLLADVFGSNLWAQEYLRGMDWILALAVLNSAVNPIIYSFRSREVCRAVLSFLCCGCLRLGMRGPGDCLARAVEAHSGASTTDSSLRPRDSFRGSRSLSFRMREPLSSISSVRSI
S1P4 antag – human S1P4 receptor antagonism; actives 0.26% (n = 220,000); S1P4-expressing cells, antagonist mode, reporter read-out; AID 1510; inhibition, % at 4.98 µM; in the data active = inhibition above about 29%;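 also: 0% = wells stimulated with agonist and 100% = vehicle wells without agonist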
NPY-Y1 antag – NPY-Y1 (human) receptor antagonism | HEK293-CNG Y1 cells, membrane potential fluorescence; NPY at EC95, then isoproterenol | inhibition, % at 3.6 µM | actives 1% (n = 200,000) | AID 1040;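 active = inhibition above the campaign mean inhibition of all tested compounds plus 3 SD, cut at about 20% in these data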;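 also: 0% = DMSO wells given NPY plus isoproterenol and 100% = isoproterenol alone without NPY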
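Assay system: HEK293 cells with Y1 receptor plus CNG channel | Probe or stimulus: NPY (25 nM), isoproterenol (1 µM), Ro 20-1724 (25 µM) | Timing: Compound incubation 1 h at room temperature, readout 45 min post-stimulation | Measured by: Membrane-potential fluorescent dye readout | Benchmarks: High control isoproterenol alone, low control NPY with isoproterenol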
Ba/F3 V617F tox – lowers viability of Ba/F3 cells expressing EpoR and JAK2V617F; inhibition, % at 5.6 µM; actives 1.1% (n = 220,000); ATP luminescence; AID 1446;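 active = inhibition above the campaign mean plus 3 SD over all tested compounds, cut at about 24% in these data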;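 also: cytokine-independent growth of Ba/F3 cells driven by EpoR plus mutant JAK2; 0% = DMSO-treated cells and 100% = JAK inhibitor I control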
NCF1 inh – p47phox (human) inhibition. P14598. p47phox/p22phox peptide binding, fluorescence polarization, 2 h. inhibition, % at 24.7 µM. actives 0.53% (n = 220,000). AID 1274;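 active = inhibition above about 30%, limit read from the data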;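 also: 0% = p47phox with labelled peptide and 100% = labelled peptide alone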
Target sequence (P14598 whole entry, looked up): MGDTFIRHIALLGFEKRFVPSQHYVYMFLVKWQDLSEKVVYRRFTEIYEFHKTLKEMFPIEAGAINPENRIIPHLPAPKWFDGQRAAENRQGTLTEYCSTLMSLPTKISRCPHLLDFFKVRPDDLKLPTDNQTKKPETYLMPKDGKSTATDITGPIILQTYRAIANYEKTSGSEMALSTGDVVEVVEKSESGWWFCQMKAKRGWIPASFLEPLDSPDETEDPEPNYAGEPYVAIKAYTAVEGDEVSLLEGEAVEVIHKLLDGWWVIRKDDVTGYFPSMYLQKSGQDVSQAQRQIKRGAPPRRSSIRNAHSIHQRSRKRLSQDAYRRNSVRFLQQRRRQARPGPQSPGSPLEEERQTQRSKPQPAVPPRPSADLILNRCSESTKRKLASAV
CHOP inh – blocks CHOP induction under ER stress. actives 3.8% (n = 220,000). CHO-K1 CHOP-promoter luciferase, tunicamycin-induced, 15-18 h. AID 2732. inhibition, % at 10 µM;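 active = compounds that reduced the stress-induced luciferase reporter signal by more than about 70% of percent inhibition, limit read from the data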;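 also: 0% = tunicamycin plus vehicle and 100% = wells without tunicamycin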
BaF3 tox – counter-screen for JAK2V617F inhibitors: parental Ba/F3 viability inhibitors; CellTiter-Glo ATP luminescence; inhibition, % at 5.6 µM; actives 1.1% (n = 220,000); AID 1486;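 active = inhibition above a per-campaign cutoff, the mean inhibition of all tested compounds plus 3 SD, cut at about 27% in these data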;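 also: 0% = DMSO wells and 100% = JAK Inhibitor I control wells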
NPY2 pot ag – potentiators or agonists of human neuropeptide Y receptor Y2; P49146; cells expressing NPY-Y2, potentiator/agonist read-out; activation, % at 3.6 µM; actives 0.45% (n = 220,000); AID 1359; in the data active = activation above about 27%;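 also: cells stimulated with NPY near EC25 plus isoproterenol at EC100; 0% = vehicle plus submaximal agonist and 100% = vehicle plus saturating agonist; some results beyond the cut were filed as inactive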
Active calls of the source: *; nt = no result given.

item	SMILES	NPY1 pot ag	S1P4 agonist	S1P4 antag	NPY-Y1 antag	Ba/F3 V617F tox	NCF1 inh	CHOP inh	BaF3 tox	NPY2 pot ag
1	CCOC(=O)c1ccccc1NC(=O)c1ccc(Cl)c(S(=O)(=O)N2CCOCC2)c1	-7	1.0	-31	-4	-5	nt	nt	1	7
2	C/C(CCc1ccc2c(c1)OCO2)=N\NC(=S)NC(C)C	-27	-1.4	5	3	4	1	-19	3	-7
3	O=c1c2[nH]c3ccc(F)cc3c2ncn1CCCn1ccnc1	-9	-1.3	-2	1	7	-24	nt	7	-15
4	O=S(=O)(c1ccc(N2CCCC2c2nc3ccccc3s2)nc1)N1CCOCC1 (centres undefined)	7	-1.2	6	0	1	-11	-7	3	5
5	Cc1ccc(NC(=O)C2CCCN(C(=O)c3ccc(Cl)cc3)C2)c(C)c1 (centres undefined)	-12	0.6	-18	6	-2	-4	12	1	3
6	CCC1(C)Cc2c(sc3c2c2ncnn2c2nnc(SCC(=O)NCc4ccco4)n32)CO1 (centres undefined)	14	-0.1	-22	0	2	-6	10	7	7
7	Clc1ccc(Nc2ncnc3ccc(Br)cc23)cc1	8	-0.4	-5	-3	5	-27	53	11	-9
8	COc1ccc(N(C)C(=S)Nc2ccc3nc(C)c(C)nc3c2)cc1	-2	0.7	-4	-2	1	-5	-10	5	1
9	O=C(NCc1ccco1)C1(c2ccc(Br)cc2)CCCC1	-3	0.1	7	12	-3	-3	29	3	-13
10	COCCSc1ccccc1C(=O)N1CCCC(C)C1 (centres undefined)	4	1.5	25	7	2	0	3	6	2
11	COc1ccc(N2C(=O)CC(C3CCCO3)C2=O)cc1 (centres undefined)	14	-0.2	-1	-3	-4	-1	12	6	13
12	CCOC(=O)C1CCN(C(=O)Nc2ccc3c(c2)nc(C)n3C)CC1	1	-2.3	-13	-2	-2	-8	16	2	-10

Nothing new here: entries from further up.
item	SMILES	NPY1 pot ag	S1P4 agonist	S1P4 antag	NPY-Y1 antag	Ba/F3 V617F tox	NCF1 inh	CHOP inh	BaF3 tox	NPY2 pot ag
8	COc1ccc(N(C)C(=S)Nc2ccc3nc(C)c(C)nc3c2)cc1	-2	0.7	-4	-2	1	-5	-10	5	1
9	O=C(NCc1ccco1)C1(c2ccc(Br)cc2)CCCC1	-3	0.1	7	12	-3	-3	29	3	-13

(cont.)
item	SMILES	NPY1 pot ag	S1P4 agonist	S1P4 antag	NPY-Y1 antag	Ba/F3 V617F tox	NCF1 inh	CHOP inh	BaF3 tox	NPY2 pot ag
13	O=C(Nc1ccccc1)N1N=CCC1c1ccccc1 (centres undefined)	23	0.2	-20	3	-1	-10	10	7	8
14	Cc1ccc(C2SCCN2C(=O)c2ccc([N+](=O)[O-])cc2)cc1 (centres undefined)	2	-1.6	1	6	0	-3	28	3	8
15	CCOc1cccc2sc(NN)nc12	38*	0.0	8	-9	-2	6	-2	2	32
16	CCOC(=O)C(Oc1ccc2c(-c3ccccc3)cc(=O)oc2c1C)c1ccccc1 (centres undefined)	2	-2.1	1	12	0	-4	18	10	-20
17	O=C(O)c1csc(-n2nc(-c3ccccc3)cc2C(F)(F)F)n1	14	1.7	-17	1	0	-10	-4	5	11
18	COc1cc(NS(=O)(=O)c2ccc(N/C=C(\C#N)c3nc4cc(Cl)ccc4o3)cc2)nc(OC)n1	-9	0.1	-12	2	3	-150	92*	6	-17
19	CS(=O)(=O)N1N=C(c2cccs2)CC1c1ccccc1O (centres undefined)	1	-0.7	1	-12	-4	-187	2	-1	-5
20	COC(=O)C1SCC2C(=O)N(Cc3ccc(Cl)c(Cl)c3)CC(=O)N21 (centres undefined)	-1	1.0	-3	-4	3	3	18	7	-21
21	CCSc1nc2ccc(C)cc2cc1C#N	15	-0.6	-13	0	-2	-2	52	5	-5
22	O=C(Cn1cc([N+](=O)[O-])cn1)Nc1nc2ccccc2s1	-5	-3.5	-12	-1	3	-6	14	3	5
23	O=C1[C@@H]2C(c3cccnc3)=NO[C@@H]2C(=O)N1c1ccc(Br)cc1	5	0.8	5	nt	-4	-8	-5	3	11
24	CCCCc1[nH]c(=O)c(C#N)c2c1CSC(C)(C)C2	5	2.4	-8	2	7	-12	29	-5	6

Next records follow:
item	SMILES	NPY1 pot ag	S1P4 agonist	S1P4 antag	NPY-Y1 antag	Ba/F3 V617F tox	NCF1 inh	CHOP inh	BaF3 tox	NPY2 pot ag
25	CC(=O)N(CC(=O)Nc1nn(-c2ccccc2)nc1C(N)=O)Cc1ccccc1	13	-0.8	6	1	-5	-7	20	-3	18
26	Cc1cc(C(=O)CSc2nc3ccccc3n2CCC#N)c(C)n1Cc1cccs1	10	0.2	-2	2	-2	-25	36	6	-4
27	O=C(NC(=S)Nc1cccc2ncccc12)c1cccs1	13	0.1	-14	2	4	-5	13	9	-2
28	CCOC(=O)c1c(C)[nH]sc1=S	2	-0.2	-11	2	2	4	16	4	-6
29	CCOc1ccc(S(=O)(=O)n2cnc3cc(C)c(C)cc32)cc1	-5	-1.1	-18	-2	40*	-11	nt	50*	15
30	CC(=O)c1c(C)[nH]c(C(=O)OCC(=O)Nc2cc(C(F)(F)F)ccc2N2CCOCC2)c1C	1	0.9	-4	-6	6	-5	55	6	6
31	CC(=O)Nc1ccc(S(=O)(=O)NNC(=O)COc2cccc(C)c2)cc1	20	0.9	-11	5	-2	-8	-6	5	1
32	CCN(C(=O)c1cccnc1)c1ccccc1	8	0.2	3	-8	-2	3	34	5	-2
33	Cc1nc2ccccc2nc(C)c1=NOCc1cccc(F)c1	14	1.7	-23	-2	-1	-2	8	3	5
34	O=c1c2nccnc2[nH]c(=S)n1Cc1ccccc1	3	3.1	-10	-1	-4	-12	-23	1	13
35	COc1ccc(CCNc2oc(-c3ccc(OC)c(OC)c3)nc2C#N)cc1	-23	-0.6	-3	9	4	-19	26	1	-13
36	O=C(O)c1cc(=O)c2cc(Cl)ccc2o1	-8	1.1	-7	1	-5	-17	17	0	-8

The listing continues.
item	SMILES	NPY1 pot ag	S1P4 agonist	S1P4 antag	NPY-Y1 antag	Ba/F3 V617F tox	NCF1 inh	CHOP inh	BaF3 tox	NPY2 pot ag
37	CC(C)N(C(=O)C1CC(=O)OC12CCCCC2)C(C)C (centres undefined)	11	-2.6	-10	-4	-1	-7	5	4	11
38	CCC(Sc1nnnn1-c1ccccc1)C(=O)NC(C)c1ccccc1 (centres undefined)	3	0.0	-6	1	-5	-8	17	2	5
39	COCCN1C(=O)N[C@@H](c2ccc(Br)cc2)C(C(=O)OC)=C1C	-3	0.1	-8	-4	4	5	9	6	1
40	COC(=O)c1c(N2C(=O)[C@H]3[C@@H](C2=O)[C@]2(C(=O)Nc4c(C)cccc42)N2CCC[C@@H]32)sc(C)c1C	2	-2.0	7	-1	-1	-8	46	9	-2
41	COc1cc2c(cc1NC(=O)COC(=O)[C@@H](NC(=O)c1ccccc1F)C(C)C)oc1ccccc12	13	2.4	-15	2	1	-13	30	6	4
42	COc1cc(C2C(C#N)=C(N)Oc3cc(C)n(CC4CCCO4)c(=O)c32)cc2c1OCO2 (centres undefined)	3	0.6	-17	1	-2	-20	8	3	7
43	Cc1cccc(-c2nc3c(c(SCC(N)=O)n2)CCCC3)c1	-10	-1.7	-9	-3	6	-2	24	10	-3
44	O=C(CCn1nnc2ccccc21)Nc1nnc(-c2ccccc2F)s1	-8	0.4	12	5	3	0	64	8	1
45	CC1CN(C(=O)N[C@@H](Cc2ccccc2)C(=O)O)CC(C)O1 (some centres undefined)	1	-0.1	-3	0	0	-1	-26	4	0
46	CC1CCN(C(=O)CCCOc2cc(=O)n(C)c3ccccc23)CC1	-19	-1.7	-34	0	0	-14	-20	3	-9
47	CN1C(=O)CC(Sc2ccccc2C(=O)O)C1=O (centres undefined)	1	0.2	-4	-3	5	-8	-17	4	-3
48	CC(=O)c1cc(NC(=O)c2ccc([N+](=O)[O-])cc2)c(=O)oc1C	3	-0.8	-14	1	0	-7	9	4	-4

Later entries:
item	SMILES	NPY1 pot ag	S1P4 agonist	S1P4 antag	NPY-Y1 antag	Ba/F3 V617F tox	NCF1 inh	CHOP inh	BaF3 tox	NPY2 pot ag
49	N#Cc1c(N)nc(SCc2ccccc2)c(C#N)c1-c1ccco1	8	0.8	-3	-4	-2	-82	61	-3	6
50	O=C1CC(/C=C/c2ccccc2)=Nc2ccccc2N1	7	0.4	10	10	2	3	-22	6	0
51	CS(=O)(=O)c1cc([N+](=O)[O-])c(Sc2nc3ccccc3[nH]2)c([N+](=O)[O-])c1	9	0.5	-5	2	-2	1	80*	-1	14
52	O=C(c1cnn(-c2ccccc2)c1)c1ccccc1O	4	0.1	-79	4	2	-17	28	7	8
53	CCOC(=O)c1ccc(NC(=O)c2n[nH]c(=O)c3ccccc23)cc1	7	-0.2	-9	-1	0	-15	14	-5	-4
54	COc1cc(OC)cc(-c2nc(-c3ccc(Br)cc3)no2)c1	-2	1.4	-12	6	-2	-4	-15	-3	10
55	O=[N+]([O-])c1cccnc1Sc1n[nH]c(-c2ccc(Cl)cc2)n1	26	0.5	-15	nt	-4	6	-7	-1	16
56	O=S(=O)(c1ccc(Cl)c(C(F)(F)F)c1)N1CCN(c2ccccn2)CC1	-18	0.5	-27	3	0	-12	72*	1	1
57	O=C(NCc1nc2ccccc2[nH]1)C1=C[C@@H](C2CC2)C[C@@H](OCc2ccc(CO)cc2)O1	-5	0.0	-4	0	-2	-7	7	5	-7
58	COc1cc2c3nnc(-c4ccc(F)cc4)c-3cn(Cc3ccccc3)c2cc1OC	10	-2.1	41*	3	4	-14	-116	11	-18
59	CC(C)Nc1ncnc2ccc(Br)cc12	16	0.1	0	-6	9	4	79*	26	10
60	CC(=O)c1ccc(-n2c(CCC(=O)O)ccc2-c2cccs2)cc1	12	-1.1	5	13	1	-14	5	-1	2
61	Cn1c(CN2CCOCC2)nnc1SCC(=O)Nc1ccc2c(c1)OCCO2	-11	-2.4	-21	2	4	0	8	3	-11
62	COc1ccc(Cl)cc1NC(=O)[C@@H]1CCCN1C(=O)c1cccs1	-17	-0.5	-11	8	-6	7	-7	0	10
63	CCOC(=O)CSc1nnc(Cc2ccccc2)n1-c1ccc(C)cc1	-12	1.9	-20	12	-2	-16	-15	3	-16

Compounds above with an NH in an aromatic ring, in the order listed:
item	SMILES	NPY1 pot ag	S1P4 agonist	S1P4 antag	NPY-Y1 antag	Ba/F3 V617F tox	NCF1 inh	CHOP inh	BaF3 tox	NPY2 pot ag
3	O=c1c2[nH]c3ccc(F)cc3c2ncn1CCCn1ccnc1	-9	-1.3	-2	1	7	-24	nt	7	-15
24	CCCCc1[nH]c(=O)c(C#N)c2c1CSC(C)(C)C2	5	2.4	-8	2	7	-12	29	-5	6
28	CCOC(=O)c1c(C)[nH]sc1=S	2	-0.2	-11	2	2	4	16	4	-6
30	CC(=O)c1c(C)[nH]c(C(=O)OCC(=O)Nc2cc(C(F)(F)F)ccc2N2CCOCC2)c1C	1	0.9	-4	-6	6	-5	55	6	6
34	O=c1c2nccnc2[nH]c(=S)n1Cc1ccccc1	3	3.1	-10	-1	-4	-12	-23	1	13
51	CS(=O)(=O)c1cc([N+](=O)[O-])c(Sc2nc3ccccc3[nH]2)c([N+](=O)[O-])c1	9	0.5	-5	2	-2	1	80*	-1	14
53	CCOC(=O)c1ccc(NC(=O)c2n[nH]c(=O)c3ccccc23)cc1	7	-0.2	-9	-1	0	-15	14	-5	-4
55	O=[N+]([O-])c1cccnc1Sc1n[nH]c(-c2ccc(Cl)cc2)n1	26	0.5	-15	nt	-4	6	-7	-1	16
57	O=C(NCc1nc2ccccc2[nH]1)C1=C[C@@H](C2CC2)C[C@@H](OCc2ccc(CO)cc2)O1	-5	0.0	-4	0	-2	-7	7	5	-7
